Screening results from PubChem BioAssay.
GalR3 antag – GalR3 antagonists in HEK293 cells, primary screen, cell-based, fluorescence readout; Galanin receptor type 3 (Homo sapiens), O60755; HEK293 GalR3-CNG cAMP membrane potential fluorescence; galR3 body fused to GalR1 C-terminus; inhibition, % at 3 µM; 360,000 tested, 0.44% active; AID 651719, 2012;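 active = inhibition above the screen-wide average plus 3 SD, cut at about 13% in these data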;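 note: forskolin and galanin both at EC90 stimulate the cells; cAMP rise reported by CNG channel membrane potential dye signal; 0% = forskolin plus galanin with DMSO and 100% = forskolin alone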
Target sequence (O60755 1-299 limits assumed): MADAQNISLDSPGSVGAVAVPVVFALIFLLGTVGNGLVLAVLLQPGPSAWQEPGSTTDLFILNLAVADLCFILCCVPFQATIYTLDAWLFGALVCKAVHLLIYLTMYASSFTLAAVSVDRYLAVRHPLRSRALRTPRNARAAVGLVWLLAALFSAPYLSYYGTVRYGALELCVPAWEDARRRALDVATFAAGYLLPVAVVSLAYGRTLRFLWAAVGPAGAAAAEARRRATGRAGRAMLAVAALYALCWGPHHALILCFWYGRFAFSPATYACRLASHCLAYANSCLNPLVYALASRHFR
Starred values were filed as active, the others as inactive. This is a subset; the hit share may differ from the screen's.

SMILES | GalR3 antag
CN1CCN(c2ccc(CNC(=O)C3Cc4c(-c5cccc(F)c5)ccnc4O3)cc2)CC1 (configuration not stated) | -5
Cn1c(=O)c2cc(NC(=S)NC3CC3)ccc2n1Cc1cccc(C(F)(F)F)c1 | -2
O=C(N=Nc1c(O)[nH]c2c(Cl)cc(Cl)cc12)c1ccccc1O | -8
CCNC(=O)N1CCN(c2ccc(N3CCN(C(=O)NCC)[C@H](C)C3)c(C)c2)[C@@H](C)C1 | 1
CN(C)CCNc1ncnc2c1ncn2[C@H]1CN(Cc2ccc(F)cc2)C[C@@H](CO)O1 | -7
Cc1cc(Br)cn2c(Cc3ccccc3C(F)(F)F)c(-c3ccccc3)nc12 | -7
CSc1ccc(CN2CCC2(C)C(=O)NCc2ccc3c(c2)OCO3)cc1 (configuration not stated) | -6
CCOC1=C2[C@@H](CN(S(=O)(=O)c3ccc(C)cc3)[C@H]2c2ccc(CC)cc2)[C@H]2C(=O)N(C)C(=O)[C@H]2C1 | -5
CCCCNC(=O)C1(C)CCN1C(=O)c1ccc2sccc2c1 (configuration not stated) | -5
CCc1nc2c(OCC3CCCCC3)cccn2c1N(C)C(=O)c1ccccc1F | 1
CCc1nc2ccc(C(=O)Nc3cccc(OCC(=O)N(C)C)c3)cn2c1N(CC)CCOC | -4
Nc1nc2cc3c(cc2cc1C(=O)NCc1cccnc1)OCO3 | -6
O=C1Nc2ccccc2-n2nnnc2C1N1CCN(C(=O)C2CCCO2)CC1 (configuration not stated) | -5
CC(O)(c1cccc(F)c1)c1nc(-c2cccc(F)c2)cs1 (configuration not stated) | -4
CCOC(=O)N(C)C[C@@H]1OCc2cn(nn2)CCCC(=O)N([C@H](C)CO)C[C@H]1C | -7
COC(=O)[C@]12CCCCC=C1N(Cc1cccc3ccccc13)C(=O)[C@H](CC(=O)NCc1cccs1)C2 | -8
COC(=O)[C@]12CCCCC=C1N(Cc1ccco1)C(=O)[C@H](CC(=O)NCCCN1CCCC1=O)C2 | -4
O=C(NCc1ccc(Cl)c(Cl)c1)c1cc(C2CCCCN2C(=O)CCc2ccccc2)on1 (configuration not stated) | -6
CC(C)[C@H](NC(=O)c1ccc(Cl)cc1Cl)C(=O)N1CCC[C@H]1C(=O)NCc1ccccc1 | -6
CN1C(=O)[C@@](O)(c2cn(C)c3ccccc23)c2cc(Br)ccc21 | 0
CC1(C(=O)NCc2cccc(Cl)c2)Cc2c(-c3ccc(C(N)=O)cc3)ccnc2O1 (configuration not stated) | -8
CNc1ncnc2c1ncn2[C@H]1CN(Cc2ccc(-c3ccccc3)cc2)C[C@@H](CO)O1 | 2
CCOC(=O)[C@]12CCCC=C1N(CCC1=CCCCC1)C(=O)[C@H](CC(=O)NCCCOC)C2 | -5
Cc1ccc(-c2nc3c(C)cc(Br)cn3c2Cc2ccccc2)cc1 | -6
C=CCN=C1NC(c2ccc(F)cc2)C(C(=O)OC)=C(C)N1Cc1ccccc1C(F)(F)F (configuration not stated) | -9

Entries listed so far containing fluorine (seven):
SMILES | GalR3 antag
CN1CCN(c2ccc(CNC(=O)C3Cc4c(-c5cccc(F)c5)ccnc4O3)cc2)CC1 (configuration not stated) | -5
Cn1c(=O)c2cc(NC(=S)NC3CC3)ccc2n1Cc1cccc(C(F)(F)F)c1 | -2
CN(C)CCNc1ncnc2c1ncn2[C@H]1CN(Cc2ccc(F)cc2)C[C@@H](CO)O1 | -7
Cc1cc(Br)cn2c(Cc3ccccc3C(F)(F)F)c(-c3ccccc3)nc12 | -7
CCc1nc2c(OCC3CCCCC3)cccn2c1N(C)C(=O)c1ccccc1F | 1
CC(O)(c1cccc(F)c1)c1nc(-c2cccc(F)c2)cs1 (configuration not stated) | -4
C=CCN=C1NC(c2ccc(F)cc2)C(C(=O)OC)=C(C)N1Cc1ccccc1C(F)(F)F (configuration not stated) | -9

Continued:
SMILES | GalR3 antag
OC(c1ccc(CN2CCCCC2)cc1)c1ncc(-c2ccccc2F)[nH]1 (configuration not stated) | -8
COC(=O)[C@]12CCCCC=C1N(CCc1ccc(OC)c(OC)c1)C(=O)[C@H](CC(=O)NCCC(C)C)C2 | -7
CC1(C(=O)NS(C)(=O)=O)CCN1C(=O)C/C=C/c1ccccc1 (configuration not stated) | 2
CC(C)(C)OC(=O)N1CCCN(C(c2cc3ccccc3o2)c2nnnn2C(C)(C)C)CC1 (configuration not stated) | -4
CC(C)c1ccc(NC(=O)C2(C)Cc3c(-c4cccc(C(F)(F)F)c4)ccnc3O2)cc1 (configuration not stated) | -6
CCOC1=C2CN(S(=O)(=O)c3ccc(C)cc3)[C@H](c3cccs3)C[C@H]2n2c(=O)n(-c3ccccc3)c(=O)n2C1 | -8
CC(=O)Nc1cc(-c2cccc(C(=O)N(C)C)c2)cn2c(-c3cccc(C(F)(F)F)c3)cnc12 | 1
CC1(Cc2cccc(C(N)=O)c2)C(=O)Nc2c(Cl)cccc21 (configuration not stated) | -7
COC(=O)C1=C(C)N(Cc2ccccc2C(F)(F)F)C(=NCc2ccc3c(c2)OCO3)NC1c1ccc(C(F)(F)F)cc1 (configuration not stated) | -8
COc1ccc(-c2c(Sc3ccccc3)c3cc(-c4ccc5c(c4)OCO5)ccc3n2C)cc1 | 2
CC(=O)OC[C@]12CC[C@H]3[C@@](C)(CC[C@H]4C(C)(C)CCC[C@]34C)[C@@H]1CC(C1=CC(=O)OC1O)O2 (some centres not stated) | 30*
CCCCCNC(=O)C(c1ccc(C(F)(F)F)cc1)n1c(=O)c(-c2ccco2)nc2ccccc21 (configuration not stated) | -6
CC(=O)Nc1cccc(-c2cccc3nccn23)c1 | -7
CC(=O)NC(c1ccccc1)c1nc(-c2ccccc2)cs1 (configuration not stated) | -6
CC(C)C[C@@H]1Cc2[nH][nH]c(=O)c2[C@H](C(C)C)O1 | -2
COc1ccc(OC)c(CN2C(=O)CSCC2(C)C(=O)NCc2ccccc2)c1 (configuration not stated) | -1
COc1cccc(C(NC(C)=O)c2nc(-c3ccc(F)cc3OC)cs2)c1 (configuration not stated) | -9
COc1ccc(Cl)cc1-c1cc(C(=O)NCc2cc(C(F)(F)F)cc(C(F)(F)F)c2)[nH]n1 | -7
CCNC(=O)C1(C)CCN(C(=O)c2ccc3c(c2)CCO3)C1 (configuration not stated) | -7
CC1(C(=O)NCc2ccccc2Br)CCN1C(=O)Cc1ccc(-c2ccccc2)cc1 (configuration not stated) | -7
O=C(NCC1CCCCC1)c1csc([C@@H]2O[C@H](CO)[C@H](O)[C@H](O)[C@H]2O)n1 | -5
CCNC(=O)C1(C)CCCN(Cc2ccc(Oc3ccccc3)cc2)C1 (configuration not stated) | -6
O=c1c(-c2cccs2)nc2ccccc2n1C(CCc1ccccc1)c1nc2ccccc2[nH]1 (configuration not stated) | -2
O=C(NC1CC1)c1ccc2nc([C@H]3C[C@H](O)[C@@H](CO)O3)[nH]c2c1 | -7
COc1ccc(-c2nc3ccc(C)cn3c2Cc2ccccc2)cc1OC | 0
Next compounds.
SMILES | GalR3 antag
COc1ccc(C(=O)C(=O)N2CCC(c3ccccc3)CC2)cn1 | -2
CC1(C(=O)NS(=O)(=O)c2cccc(Cl)c2)CCN1C(=O)C1CC1 (configuration not stated) | -7
CC1(C(=O)NS(=O)(=O)c2ccc(Cl)cc2)CCN1C(=O)C/C=C/c1ccccc1 (configuration not stated) | -5
COc1ccc(C(=O)NCCNc2nc3cc(C)cc(C)c3cc2C#N)cc1 | -1
COCCNC(=O)C1CCCN(C(=O)c2cc(C)n(C(C)(C)C)n2)CC1 (configuration not stated) | -3
CCOC(=O)[C@]12CCCC=C1N(CCC1=CCCCC1)C(=O)[C@H](CC(=O)NCC13CC4CC(CC(C4)C1)C3)C2 | -7
COc1ccc(C)cc1-n1nnnc1SCc1nc(N)nc(N(C)C)n1 | -5
CCCCOc1ccc(S(=O)(=O)NC(=O)C2(C)CCN2C(=O)Cc2ccccc2Cl)cc1 (configuration not stated) | -6
COc1ccc(C(=O)N2CCC2(C)C(=O)O)cc1F (configuration not stated) | -3
O=C(NC1CCCCC1)C(c1ccncc1)n1c(=O)c(-c2ccccc2)nc2ccccc21 (configuration not stated) | -8
CN1CC[C@@H]2CN(S(=O)(=O)c3ccccc3)[C@H](c3ccccc3Br)C[C@@H]21 | -7
COc1cccc(CNc2nc3cc(-c4ccccc4CO)sc3c(=O)n2C)c1 | -3
COc1cccc(S(=O)(=O)Nc2ccc3c(c2)[C@@H]2C[C@@H](CC(=O)NCc4ccc(Cl)cc4)O[C@@H](CO)[C@@H]2O3)c1 | 1
Cc1cc2nc(C(C)(C)C)c(Cc3ccccc3)n2c(C)c1Br | -1
COc1ccc(C(=O)NCC2CCN(C(=O)C(=O)c3cc4ccccc4o3)CC2)c(OC)c1 | -5
CC(=O)N1CCCC(C)(C(=O)N(C)Cc2cccc3ccccc23)C1 (configuration not stated) | -8
COc1ccc(NC(=O)C(c2ccc(OC)cc2)n2c(=O)c(-c3cc4ccccc4[nH]3)nc3ccccc32)cc1 (configuration not stated) | -5
CCN(CC)C(=O)c1cccc(-c2csc(C(C)(NC(C)=O)c3ccc(OC)cc3)n2)c1 (configuration not stated) | -7
Cc1ccc(S(=O)(=O)N2C[C@H]3C(=O)C[C@@H](c4ccccc4F)N(S(=O)(=O)c4ccc(C)cc4)[C@H]3C[C@H]2c2ccccc2)cc1 | 1
COCCNc1nc(NCc2ccccc2OC)c2sccc2n1 | -7
CCOC(=O)C1=CCC(c2cc3ccc(OC)cc3n2C(=O)OC(C)(C)C)NC1 (configuration not stated) | 1
CCCCCCN1CCN(C2CN(Cc3cn(Cc4cccc(C(F)(F)F)c4)nn3)S(=O)(=O)C2)CC1 (configuration not stated) | 0
Cc1ccc(F)c(S(=O)(=O)NC(=O)C2(C)CCN2C(=O)c2ccc(C3CCCCC3)cc2)c1 (configuration not stated) | -5
COc1cccc(CC(=O)NCC2CCN(C(=O)C(=O)c3cccs3)CC2)c1 | 3
CC(=O)OC[C@@H]1CN(Cc2ccccc2)C[C@H](n2cnc3c(NC4CCC4)ncnc32)O1 | -6
Continuation.
SMILES | GalR3 antag
COCCNC(=O)C1(C)CCCN(Cc2sc(C)nc2C)C1 (configuration not stated) | -6
Clc1cccc(CNc2ccn3nc(-c4ccc(OCCN5CCOCC5)cc4)cc3n2)c1 | -2
CC1Cn2c(Cc3ccccc3)nnc2S1 (configuration not stated) | 5
CC(C)(C)c1ccc(C(=O)N2CCC2(C)C(=O)NCc2cccc3ccccc23)cc1 (configuration not stated) | -6
CCOc1ccc(CCN2C(=O)C(=O)N([C@@H](Cc3ccccc3)CN3CCC[C@H]3CN3C(=O)C(=O)NC[C@@H]3Cc3ccc(O)cc3)C[C@@H]2CC(C)C)cc1 | -6
COc1ccc(C2=Nc3ccccc3NC(=O)C2N(C(=O)c2ccnc3ccccc23)c2ccccc2)cc1 (configuration not stated) | -6
Cc1ccc(CN2CC(N3CCN(CCO)CC3)CS2(=O)=O)cc1 (configuration not stated) | -7
COc1ccc([C@H]2CC(=O)C[C@@H](CCn3cccn3)O2)cc1 | -6
O=C1O[C@@H](c2ccccc2)C[C@@H](O)[C@H](O)CCCc2ccccc21 | -2
CCc1nc2ccc(C(=O)N3CCN(C(=O)c4ccco4)CC3)cn2c1N(C=O)Cc1ccc(OC)cc1 | 0
C[C@H]1COc2cccc(N3CCC[C@H]3CO)c2S(=O)(=O)N1 | -6
C[C@H](NC(=O)[C@@H]1CCCN1C(=O)[C@@H]1CCCN1)c1ccccc1 | -5
CC(C(=O)NC(C)(C)C)n1c(-c2ccccc2)nc2ccccc21 (configuration not stated) | -5
OC[C@@H]1CN(Cc2ccccc2)C[C@H](n2cnc3c(N4CCN(c5ccccc5)CC4)ncnc32)O1 | -8
COC(=O)[C@]12C[C@H](CC(=O)NCCCCc3ccccc3)C(=O)N(CCC3=CCCCC3)C1=C[C@H](C(C)(C)C)O[C@@H]2C | -5
CCOC1=C2[C@@H](CN(S(=O)(=O)c3ccc(C)cc3)[C@H]2c2ccccc2F)[C@H]2C(=O)N(CC)C(=O)[C@H]2C1 | -5
CC1(C(=O)NS(=O)(=O)c2ccc(C#N)cc2)CCN1C(=O)CCC1CCCC1 (configuration not stated) | -7
COC(=O)[C@]12C[C@H](CC(=O)NCC3CCCCC3)C(=O)N(CCC3=CCCCC3)C1=C[C@H](COCc1ccccc1)O[C@@H]2C | -5
COc1cccc([C@@H](NC(=O)C(F)(F)F)[C@@H]2CCCC=C2c2ccccc2)c1 | -12
O=C(O)CN=C(Nc1cc(Cl)cc(Cl)c1)NC(c1ccccc1)c1ccccc1 | -2
CCCNC(=O)C1(C)CCCN(CC(=O)c2ccc3c(c2)OCCO3)C1 (configuration not stated) | -6
Cc1cc2nc(-c3ccco3)c(Cc3cccc(Cl)c3)n2c(C)c1Br | -1
CC(C(=O)NC(C)(C)C)n1c(C(c2ccccc2)c2ccccc2)nc2ccccc21 (configuration not stated) | -3
COc1ccc(CCC(=O)N2c3ccccc3N=C(c3ccc(C(F)(F)F)cc3)C2C(=O)NC2CCCC2)cc1 (configuration not stated) | -9
CC1(C(=O)Nc2ccc3c(c2)OCO3)CCN1C(=O)C1CCCCC1 (configuration not stated) | 3
Additional results.
SMILES | GalR3 antag
CC(C)(C)OC(=O)N[C@@H]1C=CC(=O)C1 | -4
CSc1ccc(-c2cc3c(c4c2ccn4C)C2CCC3O2)cc1 (configuration not stated) | -6
Cc1ccc(S(=O)(=O)N2C[C@H]3C(=O)C[C@@H](c4ccccc4C)N(S(=O)(=O)c4ccc(C)cc4)[C@H]3C[C@H]2c2ccccc2)cc1 | -4
COc1cncc(-c2cnc3sc(NCCc4ccccn4)nn23)c1 | -3
CC(=O)NC(c1cccc(F)c1)c1nc(-c2ccoc2)cs1 (configuration not stated) | -2
Clc1ccc(-c2cc3nc(NCc4cccc(Cl)c4)ccn3n2)cc1 | -9

Look-ups from above.
COc1cncc(-c2cnc3sc(NCCc4ccccn4)nn23)c1 in GalR3 antag reads -3
CC(C)(C)OC(=O)N[C@@H]1C=CC(=O)C1 in GalR3 antag reads -4
CSc1ccc(-c2cc3c(c4c2ccn4C)C2CCC3O2)cc1 (configuration not stated) in GalR3 antag reads -6
Clc1ccc(-c2cc3nc(NCc4cccc(Cl)c4)ccn3n2)cc1 in GalR3 antag reads -9
CC(=O)NC(c1cccc(F)c1)c1nc(-c2ccoc2)cs1 (configuration not stated) in GalR3 antag reads -2
